# TRPC4 block = inhibitors of mouse TRPC4 channel, primary screen, Fluo4 calcium, HEK293 TRPC4beta/mu-opioid cells. Short transient receptor potential channel 4 (Mus musculus), Q9QUQ5. DAMGO-evoked Fluo4 calcium flux; hits give low values. B-score at 10 µM. 300,000 tested, 0.39% active;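 active means B-score over 3 SD under the library average, no early fluorescence shift, positive overall ratio signal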
#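 Assay system – HEK293 line stably carrying TRPC4beta and mu-opioid receptor · Doses – single dose · Detection – Fluo4 calcium-dye fluorescence, kinetic read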
# SKKanGAS inh = S. pyogenes SKKanGAS growth inhibitors in kanamycin, primary screen, streptokinase expression inhibitor project, SKKanGAS strain, BacTiter-Glo luminescence | inhibition, % at 7.5 µM | AID 1662, 2009 | 300,000 tested, 1.3% active | 6 h;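 active means mean replicate score, as percent of positive control median, at least 50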;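 further: strain carries kanamycin resistance gene driven by streptokinase promoter and grows in 40 µg/ml kanamycin; loss of luminescence reflects streptokinase promoter inhibition or plain growth inhibition; 0% = median of DMSO wells and 100% = positive control at its reference dose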
# Platelet DG rel = inhibitors of platelet dense granule secretion, primary screen, cell-based, MLPCN, human platelets | human platelet-rich plasma, SFLLRN dense granule ATP release, luminescence | inhibition, %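 (compounds screened at 7.5 µM in platelet-rich plasma)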 | 300,000 tested, 0.22% active | AID 1663, 2009;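 active means mean replicate score, as percent of positive control, at or above 50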
# RGS4 act = RGS4 potentiators or activators, primary screen, cell-based, HEK293 M3R inducible RGS4, calcium flux; carbachol calcium flux Fluo4; hits give low values; B-score at 10 µM; 310,000 tested, 0.92% active; AID 463111, 2010;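 active means B-score of the integrated calcium signal more than 4 SD below the library mean, with starting fluorescence not abnormally high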;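 further: negative B-score means reduced calcium response which marks RGS4 activation or potentiation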
#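 Assay system: HEK293 FlpIn-TREx cells, stable M3R, doxycycline-inducible RGS4 / Probe or stimulus: carbachol, ECmax concentration / Times: overnight RGS4 induction, 30 min dye load 37 °C, 20 min compound RT / Signal: kinetic calcium fluorescence imaging with Fluo4-AM dye, 2 µM / Measure: Agonist-evoked peak-minus-minimum fluorescence over baseline, integrated ratio, B score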
# TRPC6 activator = mouse TRPC6 channel activators, primary screen, cell-based, HEK293, membrane potential dye. B-score at 10 µM. HEK293-TRPC6 membrane potential dye fluorescence; hits give high values. 310,000 tested, 0.13% active. AID 2550, 2010;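 active means B-score of the integrated fluorescence ratio above library mean plus 3 SD, and starting fluorescence ratio within library mean plus 5 SD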;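 further: higher score means more depolarization so channel activation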
# HIF act = HIF pathway transcriptional activators, primary screen, cell-based, U2OS HRE-luciferase, luminescence; activation, % at 7.5 µM (by protocol); 300,000 tested, 0.32% active; U2OS HRE-luciferase reporter; normalized: DMSO 0%, desferrioxamine 100%;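 active means mean activation of at least 10% of the iron chelator positive control signal, with at least half of replicates also reaching 10%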
# MrgX1 PAM = positive allosteric modulators of MrgX1, primary screen, HEK293 cells, Fluo-4 calcium flux; Mas-related G-protein coupled receptor member X1 (Homo sapiens), Q96LB2; FDSS; hits give high values; B-score at 10 µM; 310,000 tested, 0.63% active; AID 588675, 2011;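 active means plate-corrected calcium response at least 3 library SD above typical, normal starting fluorescence, not activating the receptor alone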;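 further: compound read alongside a low EC10 to EC30 dose of BAM8-22 agonist; peak minus trough fluorescence over baseline measured at the second addition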
# Target sequence (Q96LB2 whole entry, looked up): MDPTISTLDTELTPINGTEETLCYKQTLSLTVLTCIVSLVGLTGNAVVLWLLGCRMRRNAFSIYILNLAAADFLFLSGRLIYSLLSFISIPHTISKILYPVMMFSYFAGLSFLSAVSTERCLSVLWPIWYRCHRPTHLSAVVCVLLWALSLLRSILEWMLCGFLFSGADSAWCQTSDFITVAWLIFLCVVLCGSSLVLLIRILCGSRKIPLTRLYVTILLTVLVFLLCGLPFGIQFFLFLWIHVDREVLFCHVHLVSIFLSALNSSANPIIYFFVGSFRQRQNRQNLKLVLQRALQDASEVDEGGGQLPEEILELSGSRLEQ
# MrgX1 agonist = agonists of human MrgX1 receptor, primary screen, HEK293 cells, Fluo-4 calcium flux; Fluo-4 calcium fluorescence, agonist mode; hits give high values; B-score at 10 µM; 310,000 tested, 0.44% active; AID 588627, 2011;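 active means calcium response B-score plate-corrected fluorescence ratio at least 3 library SD, with starting fluorescence B-score inside 5 SD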
#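 Test system: Stable human MrgX1 HEK293 cell line | Schedule: Overnight plating before 1 h dye loading | Read-out basis: Baseline-normalised fluorescence change ratio, B-scored | Detection: Kinetic calcium dye fluorescence, Fluo-4 NW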
# RGS4 inh = RGS4 inhibitors, primary screen, cell-based, HEK293 M3R inducible RGS4, calcium flux; Regulator of G-protein signaling 4 (Homo sapiens), P49798; Fluo-4 calcium flux; hits give high values; triggered by carbachol at its EC20; B-score at 10 µM; 310,000 tested, 0.45% active; AID 463165, 2010;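 active means B-score, a plate-corrected calcium signal, over three deviations above library mean, with baseline fluorescence within five deviations of library mean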;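 further: RGS4 expression induced by doxycycline in cells with stable M3 receptor; B-score is computed from the integrated fluorescence ratio over baseline after carbachol; higher B-score means a larger calcium signal and so more RGS4 inhibition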
# Target sequence (P49798 whole entry, looked up): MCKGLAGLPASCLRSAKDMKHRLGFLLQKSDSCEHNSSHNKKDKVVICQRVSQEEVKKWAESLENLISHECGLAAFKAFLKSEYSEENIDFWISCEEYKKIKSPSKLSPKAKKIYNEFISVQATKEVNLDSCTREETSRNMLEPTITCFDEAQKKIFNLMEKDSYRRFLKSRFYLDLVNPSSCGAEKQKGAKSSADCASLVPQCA
# TRPC6 inhibitor = mouse TRPC6 channel inhibitors, primary screen, cell-based, HEK293, membrane potential dye; Short transient receptor potential channel 6 (Mus musculus), Q61143; ACh-evoked depolarization; hits give low values; AID 2553, 2010; B-score at 10 µM; 310,000 tested, 1.1% active;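 active means B-score under library mean minus 3 SD, initial fluorescence not abnormally high, positive integrated signal ratio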;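 further: B-score derived from integrated fluorescence ratio over the kinetic read; more negative B-score means stronger inhibition of depolarization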
# MrgX1 antagonist = antagonists of human MrgX1 receptor, primary screen, HEK293 cells, Fluo-4 calcium flux. BAM8-22 antagonism; hits give low values. B-score at 10 µM. 310,000 tested, 1.3% active;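 active means calcium-response B-score plate-corrected more than 3 library SD below zero, starting fluorescence within 5 deviations, no agonist response on first addition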;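 further: peak minus trough fluorescence over baseline after final BAM8-22 challenge near maximal dose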
# * hit, by the source's call; i = inactive; / = not tested or not shown; & = joins results of further samples.
SMILES,TRPC4 block,SKKanGAS inh,Platelet DG rel,RGS4 act,TRPC6 activator,HIF act,MrgX1 PAM,MrgX1 agonist,RGS4 inh,TRPC6 inhibitor,MrgX1 antagonist
CSCCC(C(=O)NC1=NCCS1)N1C(=O)c2ccccc2C1=O (centres undefined),i,6,-1,i,i,0.0,i,i,i,i,i
CC1(C)Cc2cccc(C(=O)Nc3ccncc3)c2O1,i,-3,-9,i,i,0.7,i,i,i,i,i
CCn1c(C)nc2cc(C(=O)N/N=C/c3ccc(N4CCOCC4)cc3)ccc21,i,0,11,i,i,-0.1,i,i,i,i,i
COc1ccc(C(=O)CSc2nnc(CN3CCCCC3)n2-c2ccc(Cl)cc2)cc1OC,i,-9,-3,i,i,-0.5,i,i,i,i,i
COc1ccc(NS(=O)(=O)c2cc(NC(=O)c3nc4nc(C)cc(C)n4n3)ccc2C)cc1,i,/,/,i,i,/,i,i,i,i,i
O=C(O)CCC(=O)Nc1ccc(N2CCCCCC2)cc1,i,2,-1,i,i,-0.5,i,i,i,i,i
Cc1c(NC(=O)c2cc(-c3ccc(Cl)s3)nc3ccccc23)c(=O)n(-c2ccccc2)n1C,i,11,9,i,i,0.3,i,i,i,i,i
COc1cccc(NC(=S)NC(=O)c2cccnc2)c1,i,-1,-7,i,i,1.3,i,i,i,i,i
CCn1cc(S(=O)(=O)NC(C)c2cc(OC)ccc2OC)cn1 (centres undefined),i,0,-7,i,i,-0.4,i,i,i,i,i
CCN(CC)c1ccc(/C=C(\C#N)C(=O)NCc2ccccc2)cc1,i,4,-23,i,i,-0.5,i,i,i,i,i
CC(C)NS(=O)(=O)c1ccc(OCC(=O)Nc2ccccc2F)cc1,i,-2,0,i,i,0.4,i,i,i,i,i
O=C(Nc1ccc(F)c(Cl)c1)C1CCCC1,i,-4,1,i,i,-0.1,i,i,i,i,i
CCC[C@H]1COCCS(=O)(=O)N1Cc1ccc(Br)cc1,i,3,-4,i,i,0.2,i,i,i,i,i
Cc1ccc(NS(=O)(=O)c2ccc3c(c2)oc(=O)n3C)c(C)c1,i,-2,1,i,i,-9.0,i,i,i,i,i
CC(C(=O)Nc1nccs1)c1ccc([N+](=O)[O-])cc1 (centres undefined),i,3,2,i,i,-0.1,i,i,i,i,i
O=c1cc(C(F)(F)F)oc2c1ccc1ccccc12,i,4,10,i,i,0.0,i,i,i,i,i
O=C(NCc1ccc(F)cc1)Nc1ccc(Cl)cc1,i,13,-1,i,i,2.8,i,i,i,i,i
COc1ccc(N2C(=O)c3ccccc3NC2c2ccc(OC)c(CSc3ccccn3)c2)cc1 (centres undefined),i,-4,-6,i,i,1.7,i,i,i,i,i
COCCNC(=S)NNC(=O)c1cc(C2CC2)nc2ccccc12,i,8,-2,i,i,-0.3,i,i,i,i,i
COc1ccc(NC(=S)Nc2ccccc2)cc1,i,-1&-3,3&7,i,i,2.2&2.7,i,i,i,i,i
CCCOc1ccc(-c2nnn(CC(=O)Nc3cccc(C(=O)OC)c3)n2)cc1,i,12,0,i,i,-0.1,i,i,i,i,i
C=C(C)CSc1nc2c(c(=O)[nH]c(=O)n2C)n1CCC(C)C,i,3,7,i,i,-0.2,i,i,i,i,i
COCc1nnc(NC(=O)CSc2ccccc2)s1,i,/,4,i,i,0.2,i,i,i,i,i
CCCc1cc(=O)oc2c3c(cc(OCC(=O)N[C@@H](CSC)C(=O)O)c12)OC(C)(C)CC3,i,3,-4,i,i,-0.6,i,i,i,i,i
COc1cc(Br)c(Br)c(Br)c1N,i,-1,3,i,i,0.0,i,i,i,i,i
COc1ccc(-[n+]2c(C)cc(/C=C3\Sc4ccccc4N3C)cc2C)cc1,i,40,-4,i,i,-0.4,i,i,i,i,i
COC(=O)[C@H](CCSC)NC(=O)NCCc1ccccc1F,i,-12,17,i,i,0.0,i,i,i,i,i
O=C(C1CCC(=O)N1Cc1cccnc1)N1CCN(c2ccc(F)cc2)CC1 (centres undefined),i,-5,-10,i,i,-0.1,i,i,i,i,i
O=C(Nn1cnnc1)c1ccc(F)c(S(=O)(=O)N2CCCCC2)c1,i,-3,-1,i,i,0.1,i,i,i,i,i
O=C(Nn1cnnc1)c1ccccc1F,i,6,8,i,i,0.8,i,i,i,i,i
COc1ccc(Nc2c(-c3ccc(C)cc3)nc3cnccn23)cc1,i,1,-3,i,i,0.8,i,i,i,i,i
COC(=O)c1nn(-c2ccccc2)c(=O)cc1Oc1ccccc1,i,0,4,i,i,-0.5,i,i,i,i,i
CS(=O)(=O)N(CC(=O)N1CCN(Cc2ccccc2)CC1)c1ccc(F)cc1,i,-4,1,i,i,0.2,i,i,i,i,i
CCOc1cc2[nH]c(=O)n(CC3CCC(C(=O)NCCCOC)CC3)c(=O)c2cc1OCC (centres undefined),i,-4,-2,i,i,-0.3,i,i,i,i,i
CC(=O)N1N=C(c2ccccc2)CC1c1cccs1 (centres undefined),i,1,3,i,i,-5.7,i,i,i,i,i
Cc1noc(C)c1C(=O)NC(C)c1ccc2c(c1)OCO2 (centres undefined),i,-1,-6,i,i,0.5,i,i,i,i,i
CCN(c1cccc(C)c1)S(=O)(=O)c1cc2c3c(c1)CCN3C(=O)CC2,i,2,2,i,i,2.7,i,i,i,i,-11*
Cc1ccc(-n2c(-c3cccnc3)n[nH]c2=S)c(C)c1,i,-3,-2,i,i,-0.2,i,i,i,i,i
CC(=NCCc1ccccc1)C1=C(O)C(c2ccccc2)OC1=O (centres undefined),i,-1,-10,i,i,1.3,i,i,i,i,i
COc1ccccc1-c1nnc(N)s1,i,11,7,i,i,-0.9,i,i,i,i,i
COCCNC(=O)C1CC(c2ccccc2[N+](=O)[O-])=NO1 (centres undefined),i,-1,-3,i,i,-0.8,i,i,i,i,i
O=C1C(=Cc2cccs2)C(=O)c2ccccc21,i,-8,-5,i,i,0.2,i,32*,i,i,i
COC(=O)c1sc(C(F)(F)F)c(-c2ccccc2)c1S(=O)(=O)NC(C)(C)C,i,-1,-1,i,i,-0.2,i,i,i,i,i
O=C(COc1ccccc1[N+](=O)[O-])N/N=C/c1ccc(O)c([N+](=O)[O-])c1,i,-3,4,i,i,0.0,i,i,i,i,i
CCOC(=O)c1sc(NC(=O)CSc2nnc(-c3ccco3)n2CC)c(C(=O)OCC)c1C,i,15,8,-18*,i,0.3,i,i,i,i,i

# As entered above.
# Reading of COc1ccc(NC(=S)Nc2ccccc2)cc1 under Platelet DG rel: 3&7
# Reading of COC(=O)c1sc(C(F)(F)F)c(-c2ccccc2)c1S(=O)(=O)NC(C)(C)C under Platelet DG rel: -1

# Later entries
SMILES,TRPC4 block,SKKanGAS inh,Platelet DG rel,RGS4 act,TRPC6 activator,HIF act,MrgX1 PAM,MrgX1 agonist,RGS4 inh,TRPC6 inhibitor,MrgX1 antagonist
O=C(CN1C(=O)C(=O)c2ccccc21)c1ccccc1,i,1,-3,i,i,0.5,i,i,i,i,i
Cc1cccc(C(=O)NCCNC(=O)c2ccco2)c1,i,4,-6,i,i,0.2,i,i,i,i,i
Cn1cc([N+](=O)[O-])c(C(=O)Nc2ccc(-c3nc4ccccc4[nH]3)cc2)n1,i,-4,8,i,i,1.4,i,i,i,i,i
O=C(O)Cc1ccc(O)c(O)c1,i,-1,-5,i,i,-0.4,i,i,i,i,i
COc1cccc(CN2C(=O)C(C)N(C(=O)c3ccccc3)c3ccccc32)c1 (centres undefined),i,7,-6,i,i,-0.5,i,i,i,i,i
CCOC(=O)C1=C(Cn2cnc3ccccc32)NC(=O)NC1c1ccc(OC)cc1 (centres undefined),i,1,4,i,i,-0.2,i,i,i,i,i
CN(CC(=O)Nc1ccc2c(c1)OCCO2)S(=O)(=O)c1cccc2cccnc12,i,2,9,i,i,/,i,i,i,i,i
CCCCCCCCSc1nnc(/N=C/N(C)C)s1,i,7,3,i,i,-0.4,i,i,i,i,i
CCOc1ccc2oc(C(=O)O)c(C)c2c1,i,-5,2,i,i,0.5,i,i,i,i,i
O=C(Nc1ccc2c(c1)OCCO2)c1ccc2ccccc2n1,i,/,/,i,i,/,i,i,i,i,i
CC(CCc1ccccc1)NC(=O)COc1cc(F)ccc1[N+](=O)[O-] (centres undefined),i,-2,8,i,i,-0.1,8.3*,i,i,i,i
CCCCC1N2CC3([N+](=O)[O-])CN1CC([N+](=O)[O-])(C2)C3(C)C (centres undefined),i,2,4,i,i,-0.2,i,i,i,i,i
CCOC(=O)c1ccc(NC(=O)N2CCCCC2)cc1,i,14,-7,i,i,-27,i,i,i,i,i
NC(=O)COC(=O)/C=C/c1ccc2ccccc2n1,i,1,4,i,i,-0.7,i,i,i,i,i
Cc1[nH]c(C)c(S(=O)(=O)NCCc2ccccc2)c1C(=O)N1CCCCC1,i,9,4,i,i,/,i,i,i,i,i
COC(=O)c1ccc(Oc2cc(C)nc(NCc3ccccc3)n2)cc1,i,4,-2,i,i,1.0,i,i,i,i,i
CCC(CC)c1nnc(NC(=O)CCc2ccccc2OC)s1,i,1,4,i,i,0.1,i,i,i,i,i
COC(=O)c1c(C)nc2nonc2c1N,i,3,-1,i,i,/,i,i,i,i,i
CCCCCNC(=O)c1ccc2c(=O)n(CC3CCCO3)c(=S)[nH]c2c1 (centres undefined),i,1,-1,i,i,-0.8,i,i,i,i,i
CC(=O)Nc1cccc(/C(C)=N/NC(=O)c2cccc(S(=O)(=O)N3CCOCC3)c2)c1,i,2,-3,i,i,-0.7,i,i,i,i,i
Cc1cccn2c(=O)c3cc(C(=O)NC(C)C)c(=N)n(Cc4ccncc4)c3nc12,i,5,-1,i,i,-0.2,i,i,i,-7.6*,i
